# ASAP1 GAP inh = ASAP1 ArfGAP inhibition; Q9ULH1; ASAP1-stimulated ARF1 GTP hydrolysis, GDP FP detection; inhibition, % at 16.5 µM; actives 0.19% (n = 360,000); AID 624377; in the data active means inhibition above about 25%;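 further: 0% = vehicle with enzyme and substrate and 100% = no enzyme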
# GC-A act = GC-A (human) enzyme activation; activation, % at 10 µM; AID 1671463; P16066; HEK293 GC-A cells, cGMP TR-FRET, EC30 ANP; 0% at EC30 ANP, 100% saturating ANP; actives 0.14% (n = 370,000); in the data active means activation above about 40%
# PG9 binder = PG9 antibody binding by small molecule; TR-FRET gp120-PG9 antibody binding; actives 0.43% (n = 360,000); inhibition, % at 6.7 µM; in the data active means inhibition above about 8.5%
# rCAG binder = molecules binding r(CAG) RNA repeats; r(CAG) RNA repeat, TO-PRO-1 dye displacement fluorescence; inhibition, % at 3 µM; actives 1.3% (n = 370,000); AID 651821;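 active means inhibition above the plate cutoff, the mean of all test compounds on that plate plus 3 SD, cut at about 35% in these data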;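 further: 0% = DMSO alone and 100% = 100 µM mitoxantrone as full dye displacement; higher means more dye released from RNA so lower well fluorescence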
# GC-B act = GC-B (human) receptor activation | P20594 | HEK293-GC-B cells, CNP EC30, cGMP TR-FRET; 0% at EC30 CNP, 100% saturating CNP | activation, % at 10 µM | actives 0.11% (n = 370,000) | AID 1920062;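 active means activation at 10 µM reaching about 35% in either raw or pattern-adjusted values, limit read from the data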
# SMARCA2 activ = activators of SMARCA2 function | MG213 cells, MMTV-luciferase reporter, dexamethasone, overnight | activation, % at 9.1 µM | actives 1% (n = 370,000); in the data active means activation above about 7.8%;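 further: 0% = vehicle wells and 100% = reference activator wells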
# ABHD4 inh = inhibits mouse alpha/beta hydrolase domain 4 | inhibition, % at 8.92 µM | AID 720543 | purified mABHD4, FP-Rh probe fluorescence polarization | actives 0.54% (n = 370,000);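 active means inhibition exceeding the mean over every tested compound plus 3 SD, cut at about 30% in these data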;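 further: 0% = plate median of compound wells and 100% = S159A mutant with DMSO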
#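 Assay system: mABHD4 protein; medium: HEPES pH 7.0, NaCl, Pluronic buffer; dosing: 8.92 µM, single dose; schedule: 45 min + 60 min at 25 °C; signal: FP readout, ex 525 nm / em 598 nm; read-out: normalized percent inhibition of probe labeling; repeats: single replicate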
# ARFGAP1 inh = rat ARFGAP1 inhibition; Arfgap1-stimulated ARF1 GTP hydrolysis, GDP FP detection; inhibition, % at 16.5 µM; actives 0.26% (n = 360,000); AID 651572; Q62848;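 active means inhibition above a per-plate limit, mean inhibition of low control wells plus 3 SD, cut at about 25% in these data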;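 further: 0% = DMSO wells with enzyme and 100% = wells lacking Arfgap1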
#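 System: truncated rat Arfgap1 GAP domain / Benchmarks: high control wells lacking Arfgap1, low control full reaction with DMSO / Times: compound-enzyme preincubation 20 min, reaction 120 min, detection 60 min, 25 °C / Repeats: one replicate per compound / Also added: human ARF1(Δ1-17)-GTP substrate / Measured by: Tracer-displacement fluorescence polarization with EDTA stop, 620/688 nm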
# HTRA1 inh = HTRA1 (human) protease inhibition. actives 0.5% (n = 340,000). inhibition, % at 5.96 µM. Q92743. recombinant HTRA1, FP-rhodamine activity-based probe, fluorescence polarization; in the data active means inhibition above about 36%;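 further: 0% = enzyme with DMSO and 100% = wells lacking enzyme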
# Target sequence (Q92743 whole entry, looked up): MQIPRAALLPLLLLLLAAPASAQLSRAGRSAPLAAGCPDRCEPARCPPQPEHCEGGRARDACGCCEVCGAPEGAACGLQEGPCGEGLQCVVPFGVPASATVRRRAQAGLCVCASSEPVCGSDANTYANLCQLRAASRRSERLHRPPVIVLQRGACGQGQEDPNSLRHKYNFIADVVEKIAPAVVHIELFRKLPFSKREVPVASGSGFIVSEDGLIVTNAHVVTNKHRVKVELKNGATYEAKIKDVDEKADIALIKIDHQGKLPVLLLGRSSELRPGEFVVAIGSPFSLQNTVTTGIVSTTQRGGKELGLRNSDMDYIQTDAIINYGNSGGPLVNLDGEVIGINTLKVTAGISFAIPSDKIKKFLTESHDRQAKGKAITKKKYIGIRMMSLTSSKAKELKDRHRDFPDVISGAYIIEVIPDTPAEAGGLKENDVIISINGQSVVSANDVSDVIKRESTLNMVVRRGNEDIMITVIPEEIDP
# Rev-erbA mod = modulates human Rev-erb alpha binding to DNA. P20393. Rev-erbα–FITC-DNA binding, fluorescence polarization, 90 min. activity, % at 10 µM. actives 0.79% (n = 370,000). AID 1259318;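 active means activity above about 14%, limit read from the data; passing the limit was not always enough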;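 further: 0% = DMSO wells with 35 nM protein and 100% = DMSO wells with 750 nM protein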
# Target sequence (P20393 whole entry, looked up): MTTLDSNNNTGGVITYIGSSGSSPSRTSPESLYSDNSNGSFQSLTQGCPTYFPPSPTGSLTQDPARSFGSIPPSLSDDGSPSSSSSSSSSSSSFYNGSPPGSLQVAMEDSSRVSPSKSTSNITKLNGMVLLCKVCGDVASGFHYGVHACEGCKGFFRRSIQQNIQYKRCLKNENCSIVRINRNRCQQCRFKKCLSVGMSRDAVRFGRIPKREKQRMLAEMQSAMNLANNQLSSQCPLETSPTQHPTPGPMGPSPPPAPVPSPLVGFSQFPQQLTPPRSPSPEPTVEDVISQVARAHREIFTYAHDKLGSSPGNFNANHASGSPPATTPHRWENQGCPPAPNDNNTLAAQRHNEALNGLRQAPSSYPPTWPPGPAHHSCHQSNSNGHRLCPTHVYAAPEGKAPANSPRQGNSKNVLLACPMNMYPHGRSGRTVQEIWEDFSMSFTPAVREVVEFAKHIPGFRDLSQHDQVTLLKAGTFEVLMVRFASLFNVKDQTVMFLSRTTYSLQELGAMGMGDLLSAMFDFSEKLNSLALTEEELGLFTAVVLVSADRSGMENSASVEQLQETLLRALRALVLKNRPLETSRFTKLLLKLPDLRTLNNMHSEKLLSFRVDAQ
# The depositor's hits bear a star; nt = no result given.
# The first 2 records, to show the layout:
molecule	HTRA1 inh	GC-A act	rCAG binder	Rev-erbA mod	GC-B act	ARFGAP1 inh	PG9 binder	ASAP1 GAP inh	ABHD4 inh	SMARCA2 activ
O=C(Cn1cnc2c(nnn2-c2ccc(F)cc2)c1=O)N1CCCc2ccccc21	0	0	0	-3	-3	8	2.0	-4	-2	0
CCOC(=O)N1CCN(C2CC(=O)N(c3ccc(Cl)c(Cl)c3)C2=O)CC1 (centres undefined)	-6	3	-4	1	1	1	0.2	12	4	0

# Results, repeating the preview:
molecule	HTRA1 inh	GC-A act	rCAG binder	Rev-erbA mod	GC-B act	ARFGAP1 inh	PG9 binder	ASAP1 GAP inh	ABHD4 inh	SMARCA2 activ
O=C(Cn1cnc2c(nnn2-c2ccc(F)cc2)c1=O)N1CCCc2ccccc21	0	0	0	-3	-3	8	2.0	-4	-2	0
CCOC(=O)N1CCN(C2CC(=O)N(c3ccc(Cl)c(Cl)c3)C2=O)CC1 (centres undefined)	-6	3	-4	1	1	1	0.2	12	4	0
COc1ccc(C)c2sc(N(CCN(C)C)C(=O)c3ccc(S(=O)(=O)N(C)c4ccccc4)cc3)nc12	6	4	5	0	9	6	0.6	-2	-13	-6
O=c1ccn([C@@H]2O[C@H](CNCc3ccc(-c4cc(C(F)(F)F)ccc4Cl)o3)[C@@H](O)[C@H]2O)c(=O)[nH]1	7	-3	0	-3	-9	-11	-0.5	-1	2	-1
CCCCS(=O)(=O)NC1=NCN(Cc2ccco2)CN1	-6	0	2	2	5	10	0.1	10	-10	-3
CC(Oc1cccc2ccccc12)C(=O)N/N=C/c1cccnc1 (centres undefined)	-2	-3	1	2	-4	23	-1.7	2	-8	7
Cc1nn(C)c(C)c1CN(C)C(=O)c1nn2c(c1Br)NC(c1cccs1)CC2C(F)(F)F (centres undefined)	1	1	-9	-2	1	16	-0.5	7	-3	-3
CCN(C(=O)Cc1cccs1)c1nnc(-c2cccnc2)s1	-10	-2	1	0	-5	-9	2.1	6	1	4
COCCNC(=O)c1cccc(OC2CCN(Cc3ccc(OC(F)F)cc3)CC2)c1	-1	2	-11	3	0	-4	0.9	-10	5	-4
C=CCn1c(SCC#N)nnc1-c1ccc2ncccc2c1	2	1	1	2	-1	5	-1.5	-7	-1	-3
CCn1c(=O)n(CC)c2cc(N3CCCC3)c(NC(=O)c3cccc(C)c3)cc21	0	4	-1	4	1	8	-1.6	-5	2	1
CCOC(=O)CNC(=O)C(Cc1ccccc1)NS(=O)(=O)c1cccs1 (centres undefined)	0	4	3	-2	1	-1	0.2	-23	1	1
Cc1ccccc1C(=O)NC1CCN(Cc2nnnn2C2CCCC2)CC1	1	4	-7	-2	1	9	0.9	5	4	0
COc1cccc(OCC(O)CN2CCN(c3ccccn3)CC2)c1 (centres undefined)	4	0	-8	-3	1	-1	0.5	0	1	1
COc1ccccc1NC(=O)Nc1ccnn1C1CCN(C(=O)C2CCOC2)CC1 (centres undefined)	4	4	1	-11	1	-7	0.4	-4	5	-2
CCCCNC(=S)Nc1ccc2nc3n(c(=O)c2c1)CCCCC3	0	5	0	7	1	1	-0.6	-10	-7	5
Cn1c(CO)cnc1S(=O)(=O)Cc1ccc([N+](=O)[O-])cc1	7	4	0	-1	7	-1	-0.8	-3	2	0
CCCCc1cc(=O)oc2cc(OCC(=O)N3CCC(C(N)=O)CC3)ccc12	-4	2	-5	-4	0	-11	-1.2	-10	5	1
Cc1cccc(NC(=O)C(C)OC(=O)c2ccccc2NS(=O)(=O)c2cc(C)c(C)c([N+](=O)[O-])c2)c1 (centres undefined)	-8	5	10	10	9	1	-2.7	9	-1	3
Cc1ccc2nc(N3C(=O)C(O)=C(C(=O)c4ccc(C)o4)C3c3ccc(O)cc3)sc2c1 (centres undefined)	-29	9	69*	-14	0	-5	-1.8	2	-21	0
CS(=O)(=O)N(CCc1ccccc1)CC(=O)NCc1ccccn1	2	0	-1	3	1	-2	1.5	-4	-3	2
CC1=C(C(=O)Nc2cc(C(=O)NCCC(C)C)ccc2C)SCCO1	-7	4	-4	-1	-2	-2	-0.1	3	5	-3
CC(C)(C)N(Cc1ccccc1)C(=O)COC(=O)CN1C(=O)C2CC=CCC2C1=O (centres undefined)	7	-2	-12	4	5	4	-0.2	0	-2	-2
Cc1cc(C)cc(NC(=O)CSc2nnc(-c3ccccc3)n2N)c1	-2	-4	3	-8	-8	-4	-1.8	1	-16	-6
Cc1ccc(N2C(=O)C3C(C2=O)C(C(=O)c2ccc(Cl)cc2)N2CCCC32)cc1 (centres undefined)	8	2	4	2	0	3	-1.9	-2	1	0
CC(C)CN(C(=O)CSc1ncnc2sccc12)C1CCS(=O)(=O)C1 (centres undefined)	-1	-2	7	-1	-1	6	0.2	3	-1	-1
O=C(O)CC(NCc1ccco1)C(=O)OCCc1ccccc1 (centres undefined)	2	2	1	-3	2	5	-1.4	-10	3	-1
O=C(NNC(=O)c1cc(S(=O)(=O)N2CCOCC2)c(Cl)cc1Cl)c1ccccc1F	4	2	16	6	0	-9	2.3	0	2	-1
CC(C)Sc1nc2ccccc2n1CC(=O)O	5	4	-1	-1	3	-5	-1.7	1	0	-2
Cc1c(Br)c(C(N)=O)nn1C	3	5	1	2	0	10	-1.6	17	0	4
O=C1N(Cc2cccnc2)C[C@@H]2C[C@@H](c3ccc4nonc4c3)N3CCC[C@@]123	2	1	3	0	4	0	-1.7	0	1	0
Cc1nn(Cc2ccccc2Cl)c2sc(C(=O)OC3CCCC3=O)cc12 (centres undefined)	-29	8	-1	-1	13	1	-2.9	13	-15	-2
COc1ccc(C(CNC(=O)C2CC(=O)N(Cc3ccccc3)C2)N2CCCC2)cc1 (centres undefined)	-1	14	-1	2	5	0	-1.9	7	-1	-4
COc1cccc(C(=O)Nc2ccc(NC(=O)C3C4C=CC(C4)C3C(=O)O)cc2)c1 (centres undefined)	0	-1	2	-5	-2	-8	0.3	-7	-4	3
CC/C(=N/NC(=O)c1ccccc1)c1ccc(OCCN2CCOCC2)cc1	-2	1	-3	-5	4	1	0.7	-11	1	3
O=C(NCc1ccco1)c1ccc(COc2cccc3ccccc23)cc1	-33	2	7	6	-5	3	0.2	7	-67	-1
CCN1C=C(C(=O)OC)C(c2cccc(C)c2)C(C(=O)OC)=C1	-1	-2	-7	3	-5	3	-1.3	6	4	4
CC(=O)Nc1ccc(OC(=O)Cc2ccc(Cl)cc2)cc1	6	1	-5	1	-3	-3	-0.8	16	3	-2
CCOC(=O)C1=C(C)Nc2ccccc2N=C1NC(=O)CCCN1C(=O)c2ccccc2C1=O	-7	-3	-2	-1	3	17	0.9	3	-1	-2
Cc1cc(C)cc(NC(=O)C2C3C=CC4(O3)C2C(=O)N(CCCN2CCCCC2)C4C(=O)NC2CCCCC2)c1 (centres undefined)	1	1	7	-2	2	-3	0.7	7	11	-2

# Single records (already shown). Values in the order: HTRA1 inh	GC-A act	rCAG binder	Rev-erbA mod	GC-B act	ARFGAP1 inh	PG9 binder	ASAP1 GAP inh	ABHD4 inh	SMARCA2 activ
# CC/C(=N/NC(=O)c1ccccc1)c1ccc(OCCN2CCOCC2)cc1 reads -2	1	-3	-5	4	1	0.7	-11	1	3
# Cc1nn(Cc2ccccc2Cl)c2sc(C(=O)OC3CCCC3=O)cc12 (centres undefined) reads -29	8	-1	-1	13	1	-2.9	13	-15	-2

# Further records follow.
molecule	HTRA1 inh	GC-A act	rCAG binder	Rev-erbA mod	GC-B act	ARFGAP1 inh	PG9 binder	ASAP1 GAP inh	ABHD4 inh	SMARCA2 activ
CC(C)(C)C1CCC(OCC(O)CN2CCN(c3ccccn3)CC2)CC1 (centres undefined)	-3	0	-9	4	2	2	-0.6	13	3	-4
CCCC(CCC)=NNC(=O)c1ccccc1F	3	0	2	-6	0	-7	0.8	15	1	8.2*
CC(=O)NC1C(=O)N=C(SCC(=O)Nc2c(C)cccc2C)NC1=O (centres undefined)	6	-1	0	-1	-4	11	-1.6	4	10	-1
CC1(C)OC(=O)C(=Cc2ccc(-c3ccc(Cl)c(C(=O)O)c3)o2)C(=O)O1	3	3	8	-4	1	-11	-1.8	-6	-3	1
COc1ccccc1C(=O)NC(=O)CSc1nnc(C)s1	8	0	-1	-4	2	-5	-1.5	-8	1	-3
CC1(C)OC(=O)C2=C(C[C@@H](CCc3ccccc3)O[C@H]2C2CCCC2)O1	nt	-2	6	4	0	-1	-1.4	-9	7	-2
O=C(Nc1ccc(F)cc1)C1CC(=O)n2c(nc3ccccc32)N1 (centres undefined)	-5	0	10	-1	1	-14	1.5	8	0	-4
COc1cc(OC)cc(-c2c(-c3cccs3)c3cc(-c4ccc(OC)c(OC)c4)ccc3n2C)c1	0	2	17	3	1	5	2.2	-5	-2	1
Cc1oc2nc(SCC(=O)NCCCO)nc(N)c2c1C	3	1	1	4	-2	0	-2.3	11	0	4
CCCC[C@@H]1Cc2[nH][nH]c(=O)c2[C@H](c2ccc(C(C)C)cc2)O1	nt	0	14	0	2	4	-1.1	7	4	-2
CCOc1ccc(-c2nc(CSCC(=O)NCCN3CCOCC3)c(C)o2)cc1	2	1	-7	-1	-5	-12	0.8	-21	3	-7
Cc1ccc(C(=O)N2CCCC2)cc1S(=O)(=O)N1CCOCC1	7	-3	-3	0	5	2	0.1	-3	-4	-1
COc1cccc(-c2cnc(C(O)c3ccc(Cl)cc3C)[nH]2)c1 (centres undefined)	nt	-1	3	-6	-4	3	1.3	1	-1	2
COc1cccc(C(C(=O)NC2CCCC2)N(Cc2ccco2)C(=O)c2ccco2)c1OC (centres undefined)	1	-37	-6	0	-14	3	0.8	11	-1	-4
CN(C)S(=O)(=O)c1ccc(NC(=O)CN2C(=O)NC(Cc3ccccc3)C2=O)cc1 (centres undefined)	6	2	2	3	0	5	-1.1	-2	2	2
CCN(CC)c1ccc(C=Nc2cc(C)ccc2C)c(O)c1	0	-1	-2	-1	1	-6	-0.2	-11	7	-2
O=C(Nc1nc(-c2ccc3ccccc3c2)cs1)c1ccc(N2C(=O)CCC2=O)cc1	4	0	5	7	-8	6	-0.7	-1	3	-4
CC(C(=O)NC1CCCC1)n1c(C2CCCC2)nc2ccccc21 (centres undefined)	nt	1	1	0	-1	7	-0.9	18	-6	-1
O=C(O)CNC(=O)/C(=C\c1ccco1)NC(=O)c1ccco1	-6	0	0	-2	2	0	0.1	7	7	-2
COc1cc(/C=N/N2CCN(C3c4ccccc4-c4ccccc43)CC2)cc(OC)c1O	0	-3	6	7	-1	3	-2.0	9	15	-3
NC(=O)c1nn(-c2cccc(Cl)c2)c(=O)cc1O	-4	2	3	-6	4	6	-0.5	1	9	-6
CCn1cc(C(=O)N2CCN(c3cccc(C)c3C)CC2)c(=O)c2ccc(C)nc21	-6	-4	-10	-4	0	-10	0.3	9	4	-3
CC1(C(=O)NS(=O)(=O)Cc2ccccc2)CCN1C(=O)C/C=C/c1ccccc1 (centres undefined)	nt	-2	14	-4	-1	0	1.6	0	6	-2

# Screening results from PubChem.
